Bioassay records from PubChem BioAssay.
M5 PAM – human M5 muscarinic receptor positive allosteric modulators, primary screen, CHO-K1 cells, Fluo-8 calcium fluorescence. CHO-K1 hM5, ACh EC20 PAM; 0% = ACh EC20, 100% = ACh EC100. activation, % at 3 µM. hit rate 0.3% among 360,000;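 active = activation above the run cutoff, the mean activation of all test compounds plus 3 SD, cut at about 18% in these data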
Target sequence (P08912 whole entry, looked up): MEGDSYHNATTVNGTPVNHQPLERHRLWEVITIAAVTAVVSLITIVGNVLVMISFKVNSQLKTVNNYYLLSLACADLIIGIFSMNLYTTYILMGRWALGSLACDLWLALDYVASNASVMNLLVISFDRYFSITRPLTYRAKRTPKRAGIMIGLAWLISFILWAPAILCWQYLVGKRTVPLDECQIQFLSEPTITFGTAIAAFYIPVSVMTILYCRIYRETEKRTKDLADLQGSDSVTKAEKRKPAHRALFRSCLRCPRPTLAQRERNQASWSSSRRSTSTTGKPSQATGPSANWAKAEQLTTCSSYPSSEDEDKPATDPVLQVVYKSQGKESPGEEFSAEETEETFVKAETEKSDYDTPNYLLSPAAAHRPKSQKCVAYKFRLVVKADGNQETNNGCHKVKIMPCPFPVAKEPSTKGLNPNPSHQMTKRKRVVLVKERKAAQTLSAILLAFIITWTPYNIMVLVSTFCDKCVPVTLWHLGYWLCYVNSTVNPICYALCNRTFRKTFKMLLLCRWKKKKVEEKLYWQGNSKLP
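Assay system – human M5 receptor in CHO-K1 cells · Read-out – % activation, ACh-normalized · Technique – Fluo-8 calcium fluorescence · Dosing – single-point, 3 µM nominal · Incubation – Fluo-8 loading 80 min at 37 °C plus 30 min room temperature · Repeats – singlicate, one well per test compound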
CHRM5 agonist – human M5 muscarinic receptor agonists, primary screen, CHO-K1 cells, Fluo-8 calcium fluorescence | hit rate 0.19% among 360,000 | activation, % at 3 µM | AID 624037, 2012 | CHO-K1 hM5 cells; 0% DMSO wells, 100% maximal acetylcholine response;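 active = activation above the run's mean over test compounds plus 3 SD, cut at about 23% in these data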;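 note: signal is peak over basal fluorescence ratio across the kinetic read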
CRFR2-BP ag – agonists of CRF-BP/CRF-R2 complex, primary screen, cell-based, HEK293, calcium dye fluorescence, uHTS. CRF-binding protein / CRF receptor 2 complex (human). calcium dye fluorescence (FLIPR); percent of saturating CRF peptide response. activation, % at 13.2 µM. hit rate 0.46% among 350,000;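 active = activation of at least 50%, plus an integration ratio under a set limit after plate pattern correction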;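 note: plate controls were neutral control wells without compound for no effect and CRF at EC100 for full effect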
TAAR1 antag – human TAAR1 antagonists, primary screen, Fluo-8 calcium fluorescence, CHO RD-HGA16 cells; Trace amine-associated receptor 1 (Homo sapiens), Q96RJ0; antagonist; hit rate 1.5% among 360,000; inhibition, % at 3 µM;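 active = inhibition above a per-plate cutoff, the mean inhibition of test compounds on that plate plus 3 SD, cut at about 49% in these data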;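 note: 0% = DMSO plus EC80 beta-PEA response and 100% = DMSO alone without agonist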
Target sequence (Q96RJ0 whole entry, looked up): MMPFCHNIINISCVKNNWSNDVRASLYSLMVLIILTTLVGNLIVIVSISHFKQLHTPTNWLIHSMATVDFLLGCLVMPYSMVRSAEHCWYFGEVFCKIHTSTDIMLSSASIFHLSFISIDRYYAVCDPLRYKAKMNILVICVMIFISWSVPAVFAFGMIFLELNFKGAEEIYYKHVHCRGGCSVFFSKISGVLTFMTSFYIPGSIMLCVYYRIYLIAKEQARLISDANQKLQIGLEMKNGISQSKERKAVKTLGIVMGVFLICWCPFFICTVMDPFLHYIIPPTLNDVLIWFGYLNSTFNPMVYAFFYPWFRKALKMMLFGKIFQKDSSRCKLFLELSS
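Test system – hTAAR1-expressing CHO RD-HGA16 cells, Gα16-coupled · Reagent – β-PEA at EC80 concentration, post-compound challenge · Compound dosing – 3 µM, single point · Timing – 140 s kinetic read after compound, 140 s after agonist · Detection – Fluo-8 intracellular calcium dye fluorescence, real-time kinetic reads · Control set – DMSO and EC80 PEA controls · Repeats – n of 1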
M4 PAM – human M4 muscarinic receptor positive allosteric modulators, primary screen, CHO-K1 cells, Fluo-8 calcium fluorescence; Muscarinic acetylcholine receptor M4 (Homo sapiens), P08173; CHO-K1 hM4/Gqi5, ACh EC20; 0% = ACh EC20, 100% = maximal ACh; activation, % at 3 µM; hit rate 0.4% among 360,000; AID 624126, 2012;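 active = activation above its plate's cutoff, the mean activation of sample wells plus 3 SD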; note: some results filed as inactive read as strong as hits
TAAR1 agonist – human TAAR1 agonists, primary screen, Fluo-8 calcium fluorescence, CHO RD-HGA16 cells; Trace amine-associated receptor 1 (Homo sapiens), Q96RJ0; vehicle wells 0%, saturating PEA agonist 100%; activation, % at 3 µM; hit rate 0.99% among 360,000;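 active = activation above the mean activation of all test compounds in the run plus 3 SD, cut at about 38% in these data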
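Assay system – CHO-derived RD-HGA16 cells with stable Gα16 and human TAAR1 · Compound dosing – one-point dosing at 3 µM (nominal) · Incubation – 17-24 h seeding, 75 min 37 °C dye, 30 min RT · Measured by – kinetic Fluo-8 calcium fluorescence · Control set – DMSO vehicle as 0%, PEA at EC100 as 100% · Repeats – single well for each compound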
CHRM5 antagonist – human M5 muscarinic receptor antagonists, primary screen, CHO cells, Fluo-8 calcium fluorescence; Muscarinic acetylcholine receptor M5 (Homo sapiens), P08912; CHO-hM5 cells, ACh EC80; inhibition, % at 3 µM; hit rate 0.59% among 360,000; AID 624040, 2012;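 active = inhibition above a per-plate cutoff, the mean of that plate's test compounds plus 3 SD, cut at about 27% in these data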;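 note: 0% = acetylcholine EC80 with DMSO and 100% = DMSO without agonist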
CRFBP-R2 block – antagonists of CRF-BP/CRF-R2 complex, primary screen, cell-based, HEK293, calcium dye fluorescence, uHTS; CRF-induced calcium fluorescence; inhibition, % at 11.8 µM; hit rate 0.59% among 350,000;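 active = inhibition of the ligand-induced calcium signal above about 50% at the single tested concentration, limit read from the data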
M1 PAM parental – nonselective calcium activators in parental CHO-K1 cells, primary screen, counter-screen for M1 PAM project, cell-based, Fluo-8 calcium fluorescence, full deck, 1536-well; ATP EC20; 0% at ATP EC20, 100% at ATP max; activation, % at 3 µM; hit rate 0.02% among 360,000;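 active = activation above the run cutoff, the mean activation of all test compounds plus 3 SD, cut at about 40% in these data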;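 note: peak over basal fluorescence ratio in a 140 s read after ATP addition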
An asterisk follows results filed as active; . = no result given; & = joins results of further samples.

Second line of a record: M5 PAM | CHRM5 agonist | CRFR2-BP ag | TAAR1 antag | M4 PAM | TAAR1 agonist | CHRM5 antagonist | CRFBP-R2 block | M1 PAM parental
(1) S=C(Nc1cccnc1)NC1CCCCCCC1
→ -5 | -1 | -1.1 | -1 | 4 | 7 | 0 | -4 | -3
(2) NC(=O)COc1c(-c2ccc(Br)o2)oc2ccccc2c1=O
→ 7 | 0 | -1.8 | . | 0 | . | 5 | -2 | -5
(3) COc1ccccc1C1N=C(c2ccccc2C)NO1 (stereo not drawn)
→ 0 | -2 | -0.1 | -13 | 0 | 2 | 7 | 9 | 3
(4) COCc1ccc(CN2CCCC(CO)(Cc3ccccc3)C2)o1 (stereo not drawn)
→ 4 | -5 | -0.2 | 21 | -6 | 7 | -3 | 10 | 4
(5) COc1ccc(NC(=O)C2Cc3ccccc3CN2C(=O)c2ccccc2)cn1 (stereo not drawn)
→ 10 | 1 | 4.3 | 8 | -2 | 5 | -7 | 7 | 18
(6) CC1SCC(=NOCc2c(Cl)cccc2Cl)CS1 (stereo not drawn)
→ 1 | 1 | 0.6 | -8 | 3 | 17 | 9 | -6 | -8
(7) COc1ccc(NC(=O)c2cccn(CC=C(C)C)c2=O)cc1
→ -10 | -3 | -2.7 | 8 | 5 | 2 | 11 | 11 | 9
(8) CCN(CC)C(=O)CSc1nc2c(sc(=S)n2-c2ccc(C)cc2C)c(=O)[nH]1
→ 0 | 2 | -2.2 | -31 | 2 | -2 | 3 | -1 | 23
(9) CCn1c(=O)n(CC)c2cc(N3CCCC3)c(NC(=O)c3ccc(F)cc3)cc21
→ 5 | -3 | -0.2 | -19 | 10 | -3 | -6 | 19 | -8
(10) O=C(COc1cc2oc(=O)c3c(c2cc1Cl)CCCC3)NCC1CCC(C(=O)O)CC1 (stereo not drawn)
→ 6 | -6 | 0.5 | -34 | 10 | 0 | -17 | -3 | -3

Compound profiles, as listed above:
Record of NC(=O)COc1c(-c2ccc(Br)o2)oc2ccccc2c1=O → M5 PAM = 7; CHRM5 agonist = 0; CRFR2-BP ag = -1.8; TAAR1 antag = .; M4 PAM = 0; TAAR1 agonist = .; CHRM5 antagonist = 5; CRFBP-R2 block = -2; M1 PAM parental = -5
Record of S=C(Nc1cccnc1)NC1CCCCCCC1 → M5 PAM = -5; CHRM5 agonist = -1; CRFR2-BP ag = -1.1; TAAR1 antag = -1; M4 PAM = 4; TAAR1 agonist = 7; CHRM5 antagonist = 0; CRFBP-R2 block = -4; M1 PAM parental = -3

Other records follow:
Second line of a record: M5 PAM | CHRM5 agonist | CRFR2-BP ag | TAAR1 antag | M4 PAM | TAAR1 agonist | CHRM5 antagonist | CRFBP-R2 block | M1 PAM parental
(11) COc1cc(OC)c(OC)cc1/C=C1\CC(C)C/C(=C\c2cc(OC)c(OC)cc2OC)C1=O (stereo not drawn)
→ -3 | 4 | 19 | 51* | -6 | 11 | 17 | -29 | -7
(12) CC(=O)Oc1ccc(C23c4ccccc4C2(OC(C)=O)c2cc(OC(C)=O)ccc23)cc1 (stereo not drawn)
→ 0 | 0 | -0.9 | 6 | 1 | 0 | 14 | 10 | 28
(13) CN(C)c1ccc(NC(=O)Nc2nnc([C@H]3C[C@H](O)[C@@H](CO)O3)s2)cc1
→ 5 | -1 | . | 31 | 11 | 0 | -7 | . | -5
(14) CCOc1ccccc1N1CCN(C(=O)c2cc[n+]([O-])cc2)CC1
→ 1 | -5 | 0.8 | -1 | 4 | 9 | 2 | -18 | -3
(15) COC(=O)c1cc(NC(=O)Cc2coc3cc(OC)ccc23)cc(C(=O)OC)c1
→ -1 | -4 | -0.4 | -9 | 3 | 5 | -1 | 6 | 1
(16) Cc1cc(C)nc(Nc2ccc(O)cc2)n1
→ -6 | -5 | 0.6 | -6 | 5 | 6 | 7 | 3 | 19
(17) COc1ccc(CC(=O)OCC(=O)NCc2ccc(F)cc2)cc1
→ -3 | 0 | -2.2 | 4 | 9 | 1 | 7 | -1 | 16
(18) COc1cccc(NCc2nnc(SCC(=O)NC3CCS(=O)(=O)C3)n2C2CCCCC2)c1 (stereo not drawn)
→ 0 | 1 | 3.3 | -15 | 9 | 13 | 1 | -3 | -23
(19) O=C(CC(SCCO)c1ccc2c(c1)OCO2)c1ccco1 (stereo not drawn)
→ 1 | 1 | -0.5 | -3 | -2 | -1 | 2 | -11 | -2
(20) Cc1ccc(S(=O)(=O)Nc2cccc(C(=O)NCC(c3ccco3)N3CCCCC3)c2)cc1F (stereo not drawn)
→ -4 | -7 | -0.8 | -28 | -8 | 3 | 0 | 8 | 4
(21) c1ccc(CC2CCN(C3=Nc4cccc5cccc3c45)CC2)cc1
→ -28 | -13 | 10 | . | -18 | . | 17 | -39 | 9
(22) CCOC(=O)C(=O)N/N=C/c1cccc(Br)c1
→ -1 | 0 | -2.7 | -29 | 5 | 2 | -1 | 2 | 7
(23) COc1cc(CN2C[C@@H](CO)O[C@@H](n3cnc4c(N(C)C)ncnc43)C2)cc(OC)c1OC
→ -3 | 1 | . | -15 | -3 | 9 | -1 | . | 16
(24) CC(=O)Nc1ccc(/C(C)=N/NC(=O)c2ccc(F)cc2)cc1
→ -9 | 1 | 1.9 | -6 | -5 | -1 | 4 | 12 | 3
(25) O=C(Nc1ncccc1Cl)c1cccc(F)c1
→ -2 | -1 | 0.9 | -6 | 19 | 12 | 3 | 12 | 18
(26) COC(=O)[C@@H]1CCCN1Cc1nc(Cc2ccc(OC)c(OC)c2)no1
→ -4 | -1 | 0.6 | -22 | -12 | 6 | 14 | -10 | -7
(27) O=C(CCc1ccc(S(=O)(=O)N2CCOCC2)cc1)N/N=C/c1cccc(O)c1
→ -4 | -4 | 2.6 | -6 | -1 | 0 | 5 | -11 | 15
(28) COc1ccc(-c2nc(CN(CC3CCC(=O)N3)C(C)C)c(C)o2)c(C)c1C (stereo not drawn)
→ 1 | -3 | -1.6 | 15 | -2 | 2 | -2 | -18 | 15
(29) O=c1oc2ccccc2n1Cc1ccccc1Cl
→ -1 | -5 | -0.8 | -14 | -1 | -3 | -2 | 10 | 11
(30) Cn1nc(C(=O)NNC(=O)c2ccc(Cl)cc2)ccc1=O
→ 1 | 0 | -0.5 | -36 | 4 | 1 | 4 | 10 | -3
(31) CCN(CC)Cc1cc(Nc2ccnc3cc(Cl)ccc23)ccc1O
→ -6&-4 | -1&0 | -0.6&-1.8 | -10&-13 | -7&-8 | 1&2 | -1&-2 | 6&-13 | -7&15
(32) NNC(=S)Nc1ccc(Cl)cc1
→ -3 | -5 | -4.7 | -3 | 14 | -1 | 8 | -9 | 10
(33) CCNS(=O)(=O)c1ccc(NC(=O)c2cccnc2)cc1
→ 10 | 3 | 8.7 | 0 | 8 | 2 | 2 | 2 | -4
(34) Cc1ccc(S(=O)(=O)N(CC(=O)Nc2ccccc2C(=O)O)c2ccc(Cl)cc2)cc1
→ -6 | -5 | -0.2 | 21 | -6 | 1 | 2 | 51* | -3
(35) CCOc1cc(NC(=O)c2ccccn2)c(OCC)cc1NC(=O)c1ccc(Cl)cc1
→ 2 | 1 | 0.9 | -20 | 2 | 1 | 9 | -4 | -10
(36) Cc1cc(C)c2cc(C(O)c3nnnn3Cc3ccccc3)c(=O)[nH]c2c1 (stereo not drawn)
→ -10 | 6 | 1.4 | -11 | 6 | 3 | 4 | -74 | 13
(37) O=C(NC1CC1)C1CC(=O)N(c2ccc(F)cc2)C1 (stereo not drawn)
→ -3 | -1 | -0.5 | -27 | 1 | 2 | 7 | 2 | -1
(38) CCOC(=O)C1(CCCc2ccccc2)CCN(C(=O)CCOC)CC1
→ 4 | 1 | -3.6 | -5 | 10 | 12 | -4 | -11 | -3
(39) CCCCCc1ccc2cc(C#N)ccc2n1
→ 0 | -4 | . | -21 | -2 | 0 | -10 | . | 0
(40) CC(=O)N/N=C(\C)CC(=O)Nc1cccc2c1CCCC2
→ 3 | -3 | -1.2 | -7 | 0 | 7 | 0 | 17 | 26
(41) O=C1c2cccc3cccc(c23)C(=O)N1CC1CCCO1 (stereo not drawn)
→ 6 | -2 | 0.8 | 12 | 1 | -1 | -7 | -17 | 5
(42) CCN(CC(=O)Nc1ccccc1OC)C(=O)C1CC2C=CC1C2 (stereo not drawn)
→ -6 | -1 | -0.8 | 0 | 2 | 7 | 1 | -1 | -9
(43) COc1ccc(Br)c(C(=O)NCC2CCCCC2)c1
→ 1 | -4 | -1.3 | 8 | 4 | -3 | 9 | 8 | 14
(44) COCCCNC(=O)C1CCN(c2nc(C)cc(C)n2)CC1
→ -5 | -3 | -0.1 | 6 | 9 | 3 | 8 | 12 | 22
(45) O=C(Cc1ccccc1)N/N=C/c1ccc(S(=O)(=O)O)o1
→ 8 | 3 | -1.1 | -33 | 6 | 1 | -4 | 2 | 17
(46) CCc1cc2c(SCC(=O)Nc3cc(C)on3)ncnc2s1
→ -3 | -2 | -3.8 | -18 | -2 | -1 | 11 | -4 | 0
(47) COc1ccccc1/C=C/CN1CCN(c2ccccc2)CC1
→ 0 | -4 | 0.0 | -3 | 3 | 2 | -3 | 33 | 21
(48) O=C(c1cccc(S(=O)(=O)N2CCOCC2)c1)N(CCO)Cc1ccccc1
→ 1 | 0 | -0.1 | 2 | 11 | 5 | 3 | 15 | 13
(49) CCc1nc2sc3c(c2c(=O)n1N)CC(C)(C)OC3
→ 0 | 2 | 0.9 | -3 | 4 | 5 | -1 | -9 | 12
(50) O=C(Cn1cnc2ccccc21)N1CCc2ccccc21
→ 1 | 1 | -0.8 | 15 | 1 | 1 | 0 | 10 | -16
(51) COC1OC2COC(c3ccccc3)OC2C(OC(C)=O)C1OC(C)=O (stereo not drawn)
→ -1 | 2 | -2.5 | -10 | 3 | 1 | 10 | 1 | 6
(52) Cc1cc(C(=O)Nc2ccccc2N2CCOCC2)c2ccccc2n1
→ -5 | 3 | -3.4 | 32 | 0 | 7 | 6 | 2 | 5
(53) CCOC(=O)c1sc(NC(=O)c2ccc(S(=O)(=O)N(C)C)cc2)nc1C
→ 3 | -6 | -2.4 | 1 | -3 | 4 | -13 | -23 | 0
(54) CCC(=O)NC1(Cc2ccc(O)cc2)CCCCC1
→ -5 | -1 | 1.0 | 16 | 0 | 5 | 1 | -15 | 19
(55) CC1C(=O)N2CCCc3cc(NC(=O)C(=O)NCCc4ccc(F)cc4)cc1c32 (stereo not drawn)
→ -3 | 0 | -6.8 | 4 | -4 | 5 | 1 | 0 | 11
(56) CN(C)CCNc1nc(-c2ccco2)c2c(c1C#N)CC(C)(C)OC2
→ 10 | -2 | -1.3 | 10 | 10 | 14 | -4 | 10 | 4
